PAFAH2 FP inh: PAFAH2 (human) inhibition; Q99487; recombinant PAFAH2, FP-rhodamine activity probe, fluorescence polarization; inhibition, % at 3.39 µM; 340,000 compounds, 0.99% hits; AID 492956;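 active means inhibition above the mean over all tested compounds plus 3 SD, cut at about 30% in these data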;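 further: inhibitors block probe labeling of enzyme so polarization drops; 0% = enzyme with DMSO and 100% = wells lacking PAFAH2 protein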
PAFAH1B3 FP inh: inhibitors of human PAFAH1B3. recombinant PAFAH1B3, FP-rhodamine probe, fluorescence polarization. Q15102. 340,000 compounds, 0.28% hits. AID 492972. inhibition, % at 3.39 µM;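 active means inhibition above the screen-wide average of all tested compounds plus 3 SD, cut at about 25% in these data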;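 further: 0% = enzyme with DMSO only and 100% = wells lacking PAFAH1B3 protein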
Target sequence (Q15102 whole entry, looked up): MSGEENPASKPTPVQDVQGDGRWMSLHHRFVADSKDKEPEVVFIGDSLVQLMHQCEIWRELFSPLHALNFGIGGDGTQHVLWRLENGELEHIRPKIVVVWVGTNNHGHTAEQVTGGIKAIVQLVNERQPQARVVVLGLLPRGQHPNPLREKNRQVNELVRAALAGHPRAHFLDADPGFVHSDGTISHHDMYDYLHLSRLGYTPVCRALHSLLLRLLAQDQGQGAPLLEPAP
PAD4 FP inh: PAD4 (human) enzyme inhibition; 330,000 compounds, 0.41% hits; recombinant PAD4, RCA probe fluorescence polarization; inhibition, % at 6.36 µM; AID 485272;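 active means percent inhibition above a cutoff equal to the mean of all tested compounds plus 3 SD, cut at about 15% in these data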;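 further: 0% = PAD4 with RCA probe and DMSO and 100% = probe without PAD4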
ZTA counter: blocks Epstein-Barr virus ZTA, an EBNA-1 counter-screen; inhibition, % at 11 µM; P03206; AID 2234; ZTA-DNA binding, fluorescence polarization; 320,000 compounds, 0.15% hits; in the data active means inhibition above about 33%
Target sequence (P03206 whole entry, looked up): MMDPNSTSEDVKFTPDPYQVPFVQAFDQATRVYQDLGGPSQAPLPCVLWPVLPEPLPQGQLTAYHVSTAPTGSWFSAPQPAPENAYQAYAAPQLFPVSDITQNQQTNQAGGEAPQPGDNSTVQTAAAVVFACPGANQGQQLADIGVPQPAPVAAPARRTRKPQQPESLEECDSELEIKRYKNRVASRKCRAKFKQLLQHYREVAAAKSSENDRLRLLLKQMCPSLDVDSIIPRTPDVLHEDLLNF
LYPLA2 inh: blocks human lysophospholipase 2, a PME1 counter-screen. O95372. inhibition, % at 5.9 µM. recombinant LYPLA2, FP-Rh probe fluorescence polarization. 320,000 compounds, 0.38% hits;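 active means inhibition above the screen-wide mean plus 3 SD, limit set per campaign, cut at about 26% in these data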;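 further: 0% = LYPLA2 with DMSO and 100% = wells lacking LYPLA2 enzyme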
Target sequence (O95372 whole entry, looked up): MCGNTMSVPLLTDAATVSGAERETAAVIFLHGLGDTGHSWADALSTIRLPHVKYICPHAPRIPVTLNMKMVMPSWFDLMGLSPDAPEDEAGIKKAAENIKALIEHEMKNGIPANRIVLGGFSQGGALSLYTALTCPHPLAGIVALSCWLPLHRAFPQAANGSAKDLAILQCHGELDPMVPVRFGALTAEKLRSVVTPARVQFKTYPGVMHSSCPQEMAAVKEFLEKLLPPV
GSTO1 counter: GSTO1 inhibition, counter-screen for RBBP9 inhibitors; P78417; recombinant GSTO1, activity-based probe fluorescence polarization; inhibition, % at 5.96 µM; 300,000 compounds, 1.1% hits; AID 1974;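 active means inhibition above the campaign mean inhibition plus 3 SD, cut at about 35% in these data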;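 further: 0% = GSTO1-1 with DMSO and 100% = wells lacking GSTO1-1 enzyme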
LYPLA1 inh: LYPLA1 (human) inhibition in PME1 counter-screen | AID 2174 | inhibition, % at 5.9 µM | recombinant LYPLA1, FP-Rh probe fluorescence polarization | 320,000 compounds, 0.16% hits | O75608;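 active means inhibition above the mean of all tested compounds plus 3 SD, set per campaign, cut at about 14% in these data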;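 further: inhibitors block serine hydrolase probe labeling of LYPLA1 so polarization falls; 0% = enzyme with DMSO and 100% = wells lacking LYPLA1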
Target sequence (O75608 whole entry, looked up): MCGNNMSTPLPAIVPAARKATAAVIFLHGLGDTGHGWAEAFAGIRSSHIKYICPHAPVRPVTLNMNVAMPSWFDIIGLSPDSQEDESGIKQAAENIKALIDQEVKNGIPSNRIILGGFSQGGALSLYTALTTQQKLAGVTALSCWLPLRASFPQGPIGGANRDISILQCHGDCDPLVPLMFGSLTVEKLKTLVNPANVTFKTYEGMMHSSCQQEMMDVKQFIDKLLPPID
PREPL inh: inhibitors of human prolyl oligopeptidase-like enzyme PREPL; Q4J6C6; recombinant PREPL, fluorescence polarization activity-based probe; inhibition, % at 5.96 µM; 320,000 compounds, 0.68% hits; AID 2751; in the data active means inhibition above about 43%;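 further: 0% = enzyme with DMSO and 100% = wells lacking enzyme; many of its hits are not listed in these tables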
EBNA-1 inh: blocks EBNA-1 binding to DNA. EBNA-1 DNA binding, fluorescence polarization. inhibition, % at 14.8 µM. 300,000 compounds, 0.34% hits. AID 1950; in the data active means inhibition above about 28%
* = called active by the depositor; x = no result given.

SMILES	PAFAH2 FP inh	PAFAH1B3 FP inh	PAD4 FP inh	ZTA counter	LYPLA2 inh	GSTO1 counter	LYPLA1 inh	PREPL inh	EBNA-1 inh
Cn1ccnc1SCC(=O)c1c[nH]c2ccccc12	2	3	-9	11	4	-3	-2	-6	3
O=C(Cn1cnc2scc(-c3ccccc3)c2c1=O)N1CCOCC1	-2	0	-3	14	-1	-3	2	0	3
CCN(c1ccccc1)S(=O)(=O)c1ccc(C(=O)NCC(=O)Nc2ccc(F)c(F)c2F)cc1	-6	7	0	x	x	x	x	1	x
O=S(=O)(c1ccc(Cl)s1)N1CCN(C/C=C/c2ccccc2)CC1	-9	0	2	-3	3	3	-1	-26	12
Cc1c(C(=O)O)cccc1-c1ccc(/C=C2\SC(=O)NC2=O)o1	8	22	-4	4	-3	35*	-3	9	-9
CC1CC(C)CN(CCCNC(=O)c2csc3c2CCCCC3)C1 (stereo unspecified)	2	2	1	3	5	8	2	-28	6
Cc1cc(C)cc(NC(=O)CCN2C(=O)c3ccccc3S2(=O)=O)c1	2	3	-8	6	-8	9	-9	-5	-4
Cc1ccc(-n2c(SCc3nc4ccccc4[nH]3)nnc2-c2ccncc2)cc1	4	4	-3	-7	6	-2	3	2	-11
Cc1ccc(CSCC(=O)Nc2ccc(N3CCOCC3)cc2N2CCOCC2)cc1	2	11	-4	-5	-3	2	0	14	-6
O=C(CCN1C(=O)/C(=C\c2ccccc2)SC1=S)NNC(=O)c1ccncc1	x	x	-5	11	-1	6	-2	-35	2
Cc1ccccc1C(=O)Nc1cccc(-c2ccc3nncn3n2)c1	0	3	0	2	-1	-7	0	0	-16
COc1ccc(NC(=O)NC2CCCCCCC2)cc1	8	-3	0	5	7	-3	1	6	11
Cc1ccc(C)c(OCC(=O)Nc2nc3ccc([N+](=O)[O-])cc3s2)c1C	-4	7	0	9	9	3	-3	3	0
Cc1nnc(SCCn2c(Br)nc3c2c(=O)n(C)c(=O)n3C)s1	-4	2	2	-4	7	5	3	17	11
COc1ccc(Cn2nnnc2CN(Cc2cc3ccc(C)cc3[nH]c2=O)C2CCCC2)cc1	12	6	-16	7	-15	12	-10	8	0
O=C(NCCNC(=O)c1ccco1)c1ccc(Cl)c(Cl)c1	-8	3	-3	6	4	-6	0	-11	-14
COc1cc(C(=O)Nc2ccccc2N2CCN(S(C)(=O)=O)CC2)cc(OC)c1OC	-9	4	2	-3	-3	1	2	2	-1
Cc1ccc(-c2csc3ncn(-n4c(C)ccc4C)c(=O)c23)o1	1	3	-2	-3	5	16	5	17	12
C/C(Cn1nnc2ccccc21)=N\NC(=O)c1ccc(Br)cc1	12	1	-8	0	0	3	-5	3	-1
CCOC(=O)C1=C(c2ccccc2)NC(=O)NC1c1cc(Br)c(O)c(OC)c1 (stereo unspecified)	-7	2	-4	-10	9	11	3	9	-1
Cc1ccc2c(COC(=O)CNC(=O)c3ccccc3)cc(=O)oc2c1	-6	-4	4	10	-1	1	1	11	0
C=CCC1(CC=C)CCCN1C(=O)c1cc(COc2ccc(C)nc2)on1	9	2	1	-7	-1	-1	0	-6	-2
O=C(COc1ccc(NC(=O)c2ccccc2[N+](=O)[O-])cc1)c1ccc(F)cc1	-12	5	-2	14	44*	6	2	9	12
COc1ccc(Cc2nnc(NC(=O)Nc3ccccc3OC)s2)cc1	-7	-1	4	18	-2	-9	-3	-12	5
C=C(C)C1CC=C(C)/C(=N/NC(=O)c2ccccc2[N+](=O)[O-])C1 (stereo unspecified)	0	12	-3	4	7	4	-2	-6	7
O=C(Cc1ccc(Br)cc1)NNC(=O)c1cccs1	14	12	-1	x	x	x	x	12	x
COc1ccc(-n2nc(C(=O)NCC(=O)Nc3cc(OC)c(OC)c(OC)c3)c3ccccc3c2=O)cc1Cl	-7	2	4	-26	10	-3	1	25	6
Cc1ccccc1NC(=S)N(CCc1c(C)[nH]c2ccc(F)cc12)Cc1cccnc1	4	-2	-2	-1	1	13	-1	20	-2
Cc1ccc(NC(=O)c2ccccc2OCC(=O)c2ccc(F)cc2)cc1	1	0	-1	7	-6	5	0	5	2
Cc1cc(Cl)ccc1NC(=O)CSc1nnc(Cc2cccs2)n1Cc1ccco1	3	3	5	-3	-4	0	-1	0	-4
COc1ccc(/C(N)=N/OC(=O)CSc2ccccc2)cc1OC	-5	3	1	-1	3	-2	2	-8	-13
O=C(CC1C(=O)NCCN1CCCc1ccccc1)NCCc1ccccc1Cl (stereo unspecified)	1	1	0	-1	-7	20	-7	6	-6
COc1cccc(C2=NOC(C(=O)N3CCOCC3)C2)c1 (stereo unspecified)	4	7	-3	-7	3	4	5	13	-17
CCOc1ccc(CC(=O)NNC(=S)Nc2ccc(OC)c(OC)c2)cc1	-3	4	-1	14	6	0	1	3	5
CCN(CC)CCNC(=O)CS(=O)Cc1nc(-c2ccccc2Cl)oc1C (stereo unspecified)	4	7	-1	3	-10	5	-1	-4	-1
Cn1c(=O)c2c(nc(CN3CCN(c4ccc(F)cc4)CC3)n2CCN2CCOCC2)n(C)c1=O	-8	4	2	3	2	-4	4	13	5

4 of the compounds above, comma-delimited:
Compound,PAFAH2 FP inh,PAFAH1B3 FP inh,PAD4 FP inh,ZTA counter,LYPLA2 inh,GSTO1 counter,LYPLA1 inh,PREPL inh,EBNA-1 inh
O=S(=O)(c1ccc(Cl)s1)N1CCN(C/C=C/c2ccccc2)CC1,-9,0,2,-3,3,3,-1,-26,12
Cc1ccc(-c2csc3ncn(-n4c(C)ccc4C)c(=O)c23)o1,1,3,-2,-3,5,16,5,17,12
COc1ccc(-n2nc(C(=O)NCC(=O)Nc3cc(OC)c(OC)c(OC)c3)c3ccccc3c2=O)cc1Cl,-7,2,4,-26,10,-3,1,25,6
Cc1cc(Cl)ccc1NC(=O)CSc1nnc(Cc2cccs2)n1Cc1ccco1,3,3,5,-3,-4,0,-1,0,-4

Other entries follow.
SMILES	PAFAH2 FP inh	PAFAH1B3 FP inh	PAD4 FP inh	ZTA counter	LYPLA2 inh	GSTO1 counter	LYPLA1 inh	PREPL inh	EBNA-1 inh
COc1ccc(CCNC(=O)c2ccc(CNS(=O)(=O)c3ccccc3)cc2)cc1OC	1	-2	2	7	3	1	-1	7	2
CCOC(=O)C(Cc1ccccc1)NC(=O)CNC(=O)CNC(=O)OCc1ccccc1 (stereo unspecified)	-5	6	-3	4	0	0	1	36	-3
COc1ccc(/C=C/S(=O)(=O)NCc2ccccc2)cc1OC	3	7	-6	-9	-5	5	-1	-6	3
N#CCC(=O)Nc1ccc(C(=O)OCC(=O)NC(=O)Cc2ccccc2)cc1	4	0	-15	-18	-4	-4	1	-8	-8
Cc1cc(NC(=O)CSc2nnnn2-c2ccc(C)c(C)c2)no1	x	x	-2	-15	-2	0	-1	-5	-7
COCCCNC(=O)CCn1nc(-c2ccc(Cl)cc2)ccc1=O	2	2	-2	5	5	-1	5	1	-1
Cc1nc2cc(NC(=O)N3c4ccccc4CC3C)ccc2n1C (stereo unspecified)	5	-10	-3	-7	6	3	-5	4	-4
Cc1ccccc1-n1c(SCc2c(C)noc2C)nnc1-c1c[nH]c2ccccc12	9	9	1	-1	0	-1	-2	1	-11
CN(c1ccc(C(=O)NCC2CCCO2)cc1)S(C)(=O)=O (stereo unspecified)	2	-3	15*	-1	0	4	2	0	3
CC1(C)CC(=O)N(c2ccc(Cl)cc2Cl)C(=O)C1	-4	4	2	-5	3	4	0	1	2
O=C(CSc1ncn[nH]1)Nc1ccc(Br)cc1F	7	4	-1	-3	2	3	2	-2	6
Cn1cccc1-c1cc(C(=O)N/N=C/c2ccc([N+](=O)[O-])cc2)[nH]n1	-11	-1	1	5	1	1	-2	13	-16

Single records (already shown). Order of screens: PAFAH2 FP inh | PAFAH1B3 FP inh | PAD4 FP inh | ZTA counter | LYPLA2 inh | GSTO1 counter | LYPLA1 inh | PREPL inh | EBNA-1 inh
`Cc1ccccc1-n1c(SCc2c(C)noc2C)nnc1-c1c[nH]c2ccccc12` as listed: 9 | 9 | 1 | -1 | 0 | -1 | -2 | 1 | -11
`N#CCC(=O)Nc1ccc(C(=O)OCC(=O)NC(=O)Cc2ccccc2)cc1` as listed: 4 | 0 | -15 | -18 | -4 | -4 | 1 | -8 | -8
`COc1ccc(/C=C/S(=O)(=O)NCc2ccccc2)cc1OC` as listed: 3 | 7 | -6 | -9 | -5 | 5 | -1 | -6 | 3
`CCOC(=O)C(Cc1ccccc1)NC(=O)CNC(=O)CNC(=O)OCc1ccccc1` (stereo unspecified) as listed: -5 | 6 | -3 | 4 | 0 | 0 | 1 | 36 | -3
`O=C(CSc1ncn[nH]1)Nc1ccc(Br)cc1F` as listed: 7 | 4 | -1 | -3 | 2 | 3 | 2 | -2 | 6

(list continues)
SMILES	PAFAH2 FP inh	PAFAH1B3 FP inh	PAD4 FP inh	ZTA counter	LYPLA2 inh	GSTO1 counter	LYPLA1 inh	PREPL inh	EBNA-1 inh
Oc1ccc2nc(Cc3ccccc3)[nH]c2c1	0	5	0	-7	3	-7	1	5	4
COc1ccc(C2C(C(N)=O)=C(C)Nc3nc(-c4ccccc4)nn32)cc1OC (stereo unspecified)	6	5	0	-2	-5	-3	-1	17	-7
COc1ccc(-c2c[n+](CC(=O)N3c4ccccc4Sc4ccccc43)c3n2CCC3)cc1	-3	7	2	12	-2	11	1	-18	5
CSc1ccccc1C(=O)N1CCCCC1	0	9	-1	-20	7	-6	5	6	1
N#C/C(C(=O)NCc1ccco1)=C1/SC=C(c2ccccc2)N1c1ccccc1	-8	5	-4	0	0	1	4	7	7
COc1cccc(-n2nnc3c(=O)n(CC(=O)Nc4cc(C)on4)cnc32)c1	4	11	2	10	-3	8	1	-7	8
O=C(COC(=O)CCc1c[nH]c2ccccc12)NC(c1ccccc1)c1ccccc1	11	-4	3	5	-1	-1	-10	4	4
CCOC(=O)C1CCN(C(=O)CSc2nc3ncccc3[nH]2)CC1	3	4	0	-1	10	5	5	4	6
CCc1ccc[n+](-c2[nH]c(=O)sc2/C=N/NC([S-])=Nc2ccccc2)c1	-1	9	2	2	1	-4	1	5	10
CC(C)NC(=O)C1(S(=O)(=O)c2ccccc2)CC=CC1	-3	3	0	19	4	-4	3	-7	13
O=C(CN1CCN(Cc2ccc3c(c2)OCO3)CC1)Nc1ccc(N2CCOCC2)cc1	10	14	1	16	2	-3	0	2	0
CCOC(=O)c1cc2c(C)[nH]c(C)c2cc(C(=O)OCC)c1=O	x	x	-4	7	-8	8	-8	-2	-10
CCOC(=O)N1CCN(c2ccc(S(=O)(=O)N3CCOCC3)cn2)CC1	5	4	-3	x	x	x	x	8	x

Three compounds from above, arranged by molecular weight, low to high:
SMILES	PAFAH2 FP inh	PAFAH1B3 FP inh	PAD4 FP inh	ZTA counter	LYPLA2 inh	GSTO1 counter	LYPLA1 inh	PREPL inh	EBNA-1 inh
Oc1ccc2nc(Cc3ccccc3)[nH]c2c1	0	5	0	-7	3	-7	1	5	4
CSc1ccccc1C(=O)N1CCCCC1	0	9	-1	-20	7	-6	5	6	1
CCOC(=O)c1cc2c(C)[nH]c(C)c2cc(C(=O)OCC)c1=O	x	x	-4	7	-8	8	-8	-2	-10

High-throughput results: PubChem, The Scripps Research Institute Molecular Screening Center

An excerpt, so the mix of outcomes need not match the whole.
